Compound activity from PubChem BioAssay.
rCAG binder – molecules binding r(CAG) RNA repeats; AID 651821; actives 1.3% (n = 370,000); r(CAG) RNA repeat, TO-PRO-1 dye displacement fluorescence; inhibition, % at 3 µM;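 active means inhibition above the plate cutoff, the mean of all test compounds on that plate plus 3 SD, cut at about 35% in these data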;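 further: 0% = DMSO alone and 100% = 100 µM mitoxantrone as full dye displacement; higher means more dye released from RNA so lower well fluorescence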
PRMT1 inh – blocks human protein arginine methyltransferase 1 | Q99873 | recombinant PRMT1, activity-based probe fluorescence polarization | inhibition, % at 2.79 µM | actives 1.3% (n = 370,000) | AID 652257;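 active means inhibition above about 21% made by adding two undisclosed values, limit read from the data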
TCR-CD3 inh – inhibitors of human TCR-CD3 interaction. inhibition, % at 9.4 µM. AID 651800. actives 0.37% (n = 360,000). TAMRA-labeled TCR probe fluorescence, biochemical; in the data active means inhibition above about 19%;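 further: recombinant mutant TCR 2C K166C tagged with TAMRA read by polarization; 0% = receptor in buffer alone and 100% = receptor with positive control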
LEDGF integ inh – blocks HIV-1 LEDGF/p75-dependent DNA integration. TR-FRET IN-LEDGF/p75 DNA integration, Eu/Cy5. inhibition, % at 3.7 µM. actives 0.64% (n = 370,000);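 active means inhibition above the screen-wide mean plus 3 SD, cut at about 13% in these data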;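 further: signal is the Cy5 over europium emission ratio at 671 and 618 nm; 0% = plate median of compound wells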
GC-B act – GC-B (human) receptor activation; activation, % at 10 µM; AID 1920062; P20594; actives 0.11% (n = 370,000); HEK293-GC-B cells, CNP EC30, cGMP TR-FRET; 0% at EC30 CNP, 100% saturating CNP;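 active means activation at 10 µM reaching about 35% in either raw or pattern-adjusted values, limit read from the data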
TDP2 absorb – blocks human TDP2 phosphodiesterase activity | actives 0.34% (n = 370,000) | AID 720702 | recombinant TDP2, T5PNP hydrolysis, p-nitrophenol absorbance 415 nm | O95551 | inhibition, % at 12.8 µM;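 active means inhibition above the mean of all tested compounds plus 3 SD, set per campaign, cut at about 25% in these data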;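 further: 0% = DMSO with enzyme and 100% = buffer with substrate but no TDP2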
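Assay system: Recombinant human TDP2 | Quantity: 120 nM TDP2 per well | Incubation: 2 h at 37 °C | Signal: Epi absorbance | Evaluation: Percent inhibition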
MBD2 inh – MBD2-methylated oligo binding inhibition; Q9UBB5; TR-FRET, MBD2 binding to methylated oligonucleotide; inhibition, % at 4.4 µM; actives 0.31% (n = 370,000); in the data active means inhibition above about 13%
HTRA1 inh – inhibitors of human serine peptidase HTRA1; inhibition, % at 5.96 µM; Q92743; actives 0.5% (n = 340,000); recombinant HTRA1, FP-rhodamine activity-based probe, fluorescence polarization; in the data active means inhibition above about 36%;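 further: 0% = enzyme with DMSO and 100% = wells lacking enzyme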
Target sequence (Q92743 whole entry, looked up): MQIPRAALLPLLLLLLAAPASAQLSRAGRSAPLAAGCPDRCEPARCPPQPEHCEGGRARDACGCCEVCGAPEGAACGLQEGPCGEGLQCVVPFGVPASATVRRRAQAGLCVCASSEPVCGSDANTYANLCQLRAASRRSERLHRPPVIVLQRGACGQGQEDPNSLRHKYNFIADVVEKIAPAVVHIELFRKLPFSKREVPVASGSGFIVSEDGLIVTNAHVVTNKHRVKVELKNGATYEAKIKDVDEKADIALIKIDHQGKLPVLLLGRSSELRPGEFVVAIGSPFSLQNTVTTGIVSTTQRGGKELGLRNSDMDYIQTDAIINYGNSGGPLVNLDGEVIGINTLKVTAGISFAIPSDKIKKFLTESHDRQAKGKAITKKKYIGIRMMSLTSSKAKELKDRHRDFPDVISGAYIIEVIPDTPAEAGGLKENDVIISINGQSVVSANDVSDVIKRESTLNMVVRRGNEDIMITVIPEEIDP
ABHD4 inh – inhibits mouse alpha/beta hydrolase domain 4; purified mABHD4, FP-Rh probe fluorescence polarization; actives 0.54% (n = 370,000); AID 720543; inhibition, % at 8.92 µM;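 active means inhibition exceeding the mean over every tested compound plus 3 SD, cut at about 30% in these data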;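 further: 0% = plate median of compound wells and 100% = S159A mutant with DMSO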
Target sequence (Q8VD66 whole entry, looked up, the tested form may be a part): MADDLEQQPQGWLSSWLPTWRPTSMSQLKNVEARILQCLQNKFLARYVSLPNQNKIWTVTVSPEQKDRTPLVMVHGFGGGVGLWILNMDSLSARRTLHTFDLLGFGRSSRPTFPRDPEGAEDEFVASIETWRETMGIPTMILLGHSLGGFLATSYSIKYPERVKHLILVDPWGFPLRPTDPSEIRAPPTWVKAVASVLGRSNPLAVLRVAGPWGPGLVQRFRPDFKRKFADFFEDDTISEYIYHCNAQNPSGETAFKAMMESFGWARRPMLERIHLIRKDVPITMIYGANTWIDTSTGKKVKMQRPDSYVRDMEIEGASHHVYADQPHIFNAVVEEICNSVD
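Assay system: wild-type mouse ABHD4 protein; compound: single nominal dose of 8.92 µM, 0.89% DMSO final; schedule: 45 min + 60 min at 25 °C; measured by: FP readout, ex 525 nm / em 598 nm; evaluation: % inhibition of FP-Rh probe binding versus controls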
SIAE inh – human SIAE inhibition, primary screen | SIAE FP-Rh probe binding, fluorescence polarization | inhibition, % at 9.66 µM | actives 0.69% (n = 370,000);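 active means inhibition above a cutoff: mean of compounds within the control limits plus 3 SD of those, cut at about 17% in these data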;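 further: 0% = plate median of compound wells and 100% = probe without SIAE protein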
The depositor's hits bear a star; x = no result given. These rows are one share of the data. The share of hits here may be higher or lower than overall.

Value order – rCAG binder	PRMT1 inh	TCR-CD3 inh	LEDGF integ inh	GC-B act	TDP2 absorb	MBD2 inh	HTRA1 inh	ABHD4 inh	SIAE inh
Fc1ccccc1-c1cc2cc3c(cc2cn1)OCO3
 : -2	-1	10	-6	-6	-2	-7	-24	-2	-5
O=C(O)C(c1ccccc1)C(O)C1CCCC1 (centres undefined)
 : 1	-5	5	0	6	-2	1	3	1	2
COc1ccc(C(=O)Nc2nc3ccc(OC)cc3s2)cc1
 : 13	11	-3	-5	-5	8	8	-4	1	-9
NC(=O)c1cccn(Cc2ccc(C(F)(F)F)cc2)c1=O
 : -1	-4	-2	-3	-1	8	-3	x	0	-4
O=C(CNC(=O)c1ccc(F)cc1)c1ccc(Cl)cc1
 : 5	0	-12	1	1	-13	3	-1	-1	3
O=C(Cn1ncc(Cl)c(Cl)c1=O)c1ccc2c(c1)OCCO2
 : 6	5	-2	1	6	3	7	-10	1	1
Cc1nnc(NC(=O)CCn2c(=O)oc3ccc(Cl)cc32)s1
 : 1	3	1	-8	0	-14	0	5	1	3
CCCNC(=O)C1(O)c2cc(Br)ccc2NC(=O)N1c1ccc(Cl)cc1 (centres undefined)
 : 3	-1	-1	-1	-8	2	2	-6	2	-3
CCc1ccc(NC(=O)C2=CC(c3cccs3)=NS(=O)(=O)N2C)cc1
 : 8	-3	-5	3	-6	-18	-7	-24	-41	-16
OC[C@@H]1CC[C@@H]2O[C@H](CCc3ccc(-c4ccc(F)cc4)cc3)[C@H](n3cc(C4CC4)nn3)C[C@@H]2O1
 : 6	-1	x	-1	-3	0	2	x	-7	5
Cc1cc(=O)oc2cc(NC(=O)COc3cccc(C(F)(F)F)c3)ccc12
 : 8	0	0	4	-3	3	7	-10	-7	1
CCN(CC)C(=O)CC[C@H]1CC[C@]2(CCCN(Cc3cccc4ccccc34)C2)O1
 : -2	1	x	1	2	4	-5	x	0	2
CN(Cc1ccccc1)C(=O)[C@@H]1CCCN1C(=O)[C@@H]1CCCN1C(=O)c1cccc2ccccc12
 : 0	1	1	-3	1	13	0	x	2	-3
O=C(CSc1nnnn1-c1ccc(F)cc1F)Nc1ccccc1F
 : -5	2	-8	-1	-1	2	3	2	-1	-4
COc1cc(C(=O)N2CCN(S(=O)(=O)c3ccc(C)cc3)CC2)ccc1OCC(=O)N1CCOCC1
 : 1	-1	-1	3	4	5	-4	5	3	4
Fc1cccc2sc(N3CCCC3)nc12
 : -3	1	6	2	-2	-3	-1	4	2	1
CN(C)CCNC(=O)c1coc(=O)c(Br)c1
 : 3	1	-1	2	0	8	-1	6	2	5
Cc1ccc(CNC(=O)CCCCCNC(=O)N2CCn3c2nc2ccccc23)cc1
 : -9	-3	8	-1	-10	10	-4	-5	3	-4
O=[N+]([O-])c1ccc(Nc2nc(N3CCOCC3)nc(N3CCOCC3)n2)cc1
 : -2	12	-2	-3	-12	-21	4	1	-16	-6
CCOc1ccccc1NC(=S)N1CCC(NC(=O)NC23CC4CC(CC(C4)C2)C3)CC1
 : 0	-1	-6	-3	1	-3	1	-3	-4	-1
Cc1cccn2c(=O)c(/C=C(\C#N)C(N)=O)c(N3CCCCCC3)nc12
 : -4	-2	4	2	5	-5	2	-2	-1	2
Cc1cc(N)ccc1S(C)(=O)=O
 : 2	-2	1	0	2	10	-4	1	-2	2
CC(C)Cc1nn2c(N)c(/C=C3\C=Nc4ccccc43)c(=O)nc2s1
 : 38*	-1	-4	0	-9	-3	-2	-21	-6	-21
CC1(C)CC(=O)C=C(c2cccc(O)c2)C1
 : 0	0	7	1	-2	-2	-3	-1	3	8
O=C(c1cccs1)N1CCN(c2cccc(Cl)c2)CC1
 : -7	-1	4	-5	3	-3	-8	-5	4	-3
CCCCn1c(-c2cccc3ccccc23)nc2cc3[nH]c(=O)c(C(C)C)nc3cc21
 : 8	3	4	-1	14	8	1	-27	-8	2
COC(=O)C1=C(C)N(C)C(=NCc2ccccc2)NC1CCc1ccccc1 (centres undefined)
 : 9	-4	8	-5	-17	4	2	x	-1	0
CCS(=O)(=O)N1Cc2ccccc2CC1C(=O)Nc1nccs1 (centres undefined)
 : 10	-5	-1	6	-12	-16	0	-4	-9	-10
Cc1ccc2oc(C(Cl)(Cl)Cl)cc(=O)c2c1
 : 0	0	4	-2	0	1	1	-5	0	0
COc1cccc2c(=O)n(CC(=O)NCCc3ccccc3)ccc12
 : -5	0	-3	1	4	10	-3	1	0	5
Cc1cccc(C(=O)O/N=C2\CCSc3ccc(C)cc32)c1
 : -1	1	3	-1	-5	9	-5	0	-3	1
Cc1c(NS(=O)(=O)N2CCCC2)c(=O)n(-c2ccccc2)n1C
 : 1	2	0	-2	6	-3	-4	6	6	-7
CN(C(=O)OCc1ccccc1)C(CC(N)=O)C(=O)O (centres undefined)
 : -3	2	4	-2	0	0	-2	-6	-7	-2
C=C1CCN([C@@H](Cc2ccccc2)C(=O)NCc2ccc(Cl)c(Cl)c2)S(=O)(=O)c2ccccc21
 : 4	-1	0	-1	-2	-3	-1	-45	-22	-7
Cc1c(C(=O)N2CCN(S(=O)(=O)c3ccc(F)cc3)CC2)oc2ccccc12
 : -1	1	4	-1	-3	7	4	1	0	0
COc1ccc(C(C(=O)N(C)C2CCCC2)N(Cc2ccc(F)cc2)C(=O)c2cc(C)on2)cc1OC (centres undefined)
 : -1	-5	x	4	-6	8	-5	x	5	2
COc1ccc(OC)c(NC(=O)Cn2c(=O)n(CC(=O)NCc3ccco3)c(=O)c3ccccc32)c1
 : 7	-4	2	1	1	9	1	6	3	-20
COc1ccccc1N1CCN(C(=O)CCC(=O)Nc2nnc(C(C)C)s2)CC1
 : -8	-2	14	-1	-1	-3	-1	4	6	-1
CC(C)(C)C(=O)/C=c1\[nH]c(=O)/c(=C\c2ccc(F)cc2)s1
 : 17	1	1	-5	-2	-10	-6	-22	-7	0
CCc1c(C)c2ccc(OCC(=O)OC(C)C)c(C)c2oc1=O
 : -2	2	2	-2	4	8	-2	-7	1	-1
[2H]c1c([2H])c([2H])c(C(=O)c2sc(N3CCCCCC3)nc2-c2ccccc2)c([2H])c1[2H]
 : -4	0	-2	-4	3	-5	6	-21	20	-10
CC(=O)OC12CCCN(C1)/C(=C/c1cccc(N(C)C)c1)C2 (centres undefined)
 : -1	1	x	-3	-5	6	-4	x	-1	-1
Cc1cc2nc(C(C)(C)C)cc(N)n2n1
 : -3	7	-4	-3	6	4	10	2	7	2
CC(C)(C)NC(=O)C(c1ccc(F)cc1)N(Cc1ccco1)C(=O)CCC(=O)Nc1ccccn1 (centres undefined)
 : -7	-4	2	-5	-2	6	0	2	0	-1
CC1(C)CC(=O)C=C(C(=O)N2CCCC(C(=O)c3cccc(Cl)c3)C2)O1 (centres undefined)
 : -4	1	8	0	26	5	-3	5	8	-3
COC(=O)c1sc(NC(=S)NC(=O)c2cccc(Br)c2)nc1C
 : 1	1	1	-3	-2	7	1	-10	-2	-5
CN(Cc1c(F)cccc1Cl)C(=O)c1cccc(S(=O)(=O)N2CCN(Cc3ccccc3)CC2)c1
 : 3	-4	6	-2	4	0	-1	-13	-1	8
COc1cc(-c2nc(C(F)(F)F)c(OC)o2)cc(OC)c1OC
 : 3	4	-2	3	-2	7	5	0	4	-1
CC(=O)Nc1nnc(CSCc2ccccc2F)s1
 : -1	-1	12	0	0	-6	-1	-5	-1	-4
Oc1ccc(Cl)cc1C(C#Cc1ccccc1)N1CCOCC1 (centres undefined)
 : 7	0	-3	0	-9	-14	-1	-22	-32	-9
Cc1ccc2[nH]c(C(=O)N3CCOCC3)cc2c1
 : -3	-1	5	-1	0	-10	-6	5	-1	-6
COc1ccc(S(=O)(=O)Nc2ccccc2OC)cc1C
 : -4	-3	8	0	-1	3	4	-7	-3	5
CC(C)Oc1nc(-c2ccccc2O)nc2ccccc12
 : 2	-2	7	2	3	-10	-1	-3	-3	2
Cc1csc(NC(=O)c2cc(C)nc3ccccc23)n1
 : 0	2	0	-4	6	11	-1	-6	3	-5
CCn1c(C)cc(/C=C2\SC(=O)N(CC(=O)Nc3ccc(C)c(C)c3)C2=O)c1C
 : 3	-3	-4	0	6	-6	-7	-5	-3	-3
O=C(c1ccc2nc[nH]c2c1)N1CCN(c2ncc(C(F)(F)F)cc2Cl)CC1
 : -5	-6	-6	1	-6	9	1	-2	6	-4
Cc1cc(C)n2nc(-c3sccc3-n3c(C)ccc3C)cc2n1
 : 0	1	-10	-4	-16	-3	-2	2	-1	6

Structural class: the entries above containing an aryl methoxy group (8)
Value order – rCAG binder	PRMT1 inh	TCR-CD3 inh	LEDGF integ inh	GC-B act	TDP2 absorb	MBD2 inh	HTRA1 inh	ABHD4 inh	SIAE inh
COc1ccc(C(=O)Nc2nc3ccc(OC)cc3s2)cc1
 : 13	11	-3	-5	-5	8	8	-4	1	-9
COc1cc(C(=O)N2CCN(S(=O)(=O)c3ccc(C)cc3)CC2)ccc1OCC(=O)N1CCOCC1
 : 1	-1	-1	3	4	5	-4	5	3	4
COc1cccc2c(=O)n(CC(=O)NCCc3ccccc3)ccc12
 : -5	0	-3	1	4	10	-3	1	0	5
COc1ccc(C(C(=O)N(C)C2CCCC2)N(Cc2ccc(F)cc2)C(=O)c2cc(C)on2)cc1OC (centres undefined)
 : -1	-5	x	4	-6	8	-5	x	5	2
COc1ccc(OC)c(NC(=O)Cn2c(=O)n(CC(=O)NCc3ccco3)c(=O)c3ccccc32)c1
 : 7	-4	2	1	1	9	1	6	3	-20
COc1ccccc1N1CCN(C(=O)CCC(=O)Nc2nnc(C(C)C)s2)CC1
 : -8	-2	14	-1	-1	-3	-1	4	6	-1
COc1cc(-c2nc(C(F)(F)F)c(OC)o2)cc(OC)c1OC
 : 3	4	-2	3	-2	7	5	0	4	-1
COc1ccc(S(=O)(=O)Nc2ccccc2OC)cc1C
 : -4	-3	8	0	-1	3	4	-7	-3	5
